Screening results: PubChem, National Center for Advancing Translational Sciences (NCATS)
WRN inhibitor – WRN helicase (human) inhibition. WRN helicase unwinding, fluorescent forked duplex, kinetic. Potency, µM (doses to about 114 µM), inactives show top-dose activity change, negative = inhibition, usual class: inhibitors. 360,000 tested, 0.46% active; further: potency means the concentration at half of the fitted maximal effect; on the % scale 0 is the no-effect control and ±100 the full control effect; nearly all actives have a fitted effect of over 55% in size
Target sequence (Q14191 whole entry, looked up): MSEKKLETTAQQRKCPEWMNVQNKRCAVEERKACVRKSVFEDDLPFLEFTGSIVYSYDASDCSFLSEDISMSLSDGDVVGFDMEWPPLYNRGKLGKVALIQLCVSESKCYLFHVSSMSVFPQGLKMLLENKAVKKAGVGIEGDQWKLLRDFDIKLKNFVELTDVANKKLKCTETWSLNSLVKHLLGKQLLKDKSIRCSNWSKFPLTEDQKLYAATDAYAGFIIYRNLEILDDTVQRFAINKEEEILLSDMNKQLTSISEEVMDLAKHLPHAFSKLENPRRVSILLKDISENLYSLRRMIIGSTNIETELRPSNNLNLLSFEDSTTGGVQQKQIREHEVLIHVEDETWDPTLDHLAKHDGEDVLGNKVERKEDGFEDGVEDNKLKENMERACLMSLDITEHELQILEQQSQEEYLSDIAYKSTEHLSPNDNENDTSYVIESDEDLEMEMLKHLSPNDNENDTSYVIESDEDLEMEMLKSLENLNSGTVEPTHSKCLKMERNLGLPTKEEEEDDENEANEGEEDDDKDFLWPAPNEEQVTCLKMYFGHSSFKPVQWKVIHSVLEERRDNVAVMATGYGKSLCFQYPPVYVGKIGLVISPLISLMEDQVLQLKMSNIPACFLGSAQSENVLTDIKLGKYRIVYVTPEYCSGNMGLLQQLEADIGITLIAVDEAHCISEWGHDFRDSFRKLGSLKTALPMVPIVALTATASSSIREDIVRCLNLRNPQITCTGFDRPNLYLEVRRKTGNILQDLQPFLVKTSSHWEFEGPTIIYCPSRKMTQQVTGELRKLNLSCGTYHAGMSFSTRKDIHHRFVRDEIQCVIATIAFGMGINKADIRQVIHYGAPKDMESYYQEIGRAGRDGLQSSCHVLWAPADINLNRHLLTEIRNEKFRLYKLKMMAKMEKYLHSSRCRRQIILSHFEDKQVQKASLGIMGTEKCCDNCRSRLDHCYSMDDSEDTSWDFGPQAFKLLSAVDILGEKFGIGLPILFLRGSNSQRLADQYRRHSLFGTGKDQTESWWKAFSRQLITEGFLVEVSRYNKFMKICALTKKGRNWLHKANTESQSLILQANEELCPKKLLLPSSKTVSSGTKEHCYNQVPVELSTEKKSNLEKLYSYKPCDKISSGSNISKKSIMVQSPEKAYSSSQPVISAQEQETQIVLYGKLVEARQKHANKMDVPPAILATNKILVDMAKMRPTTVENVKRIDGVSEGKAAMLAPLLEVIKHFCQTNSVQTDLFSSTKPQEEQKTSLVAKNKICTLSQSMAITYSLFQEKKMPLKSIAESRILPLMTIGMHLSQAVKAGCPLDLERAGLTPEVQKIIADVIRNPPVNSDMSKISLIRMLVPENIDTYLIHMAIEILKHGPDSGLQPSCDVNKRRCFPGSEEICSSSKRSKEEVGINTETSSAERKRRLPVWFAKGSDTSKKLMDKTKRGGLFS
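WRN at 20 nM final was preincubated with compound for 15 min at room temperature; reaction started with 100 nM forked duplex oligonucleotide carrying fluorophore and quencher plus 2 mM ATP (final). Unwinding followed kinetically by red fluorescence (ex 525/em 598 nm).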
DRD3 antagonist – antagonists of human D3 dopamine receptor. P35462. D3R cells, DiscoveRx beta-arrestin luminescence, antagonist mode; active compounds read low. max response, negative = inhibition, %. 360,000 tested, 2.5% active. AID 652054; in the data active means max response below about -50%; inconclusive means no clear call, values can overlap the other calls; further: on the % scale 0 is the no-effect control and ±100 the full control effect; mostly tested at two doses, the higher about 12 µM
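Cells expressing the human receptor were seeded at 1500 cells/well, incubated overnight at 37 degrees C in 5% CO2, then exposed to library compounds with dopamine controls for 90 minutes at 37 degrees C before luminescent detection.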
HEK293 tox – cytotoxic in the GLP-1 receptor inverse agonist counter-screen. HEK293 cAMP-luciferase reporter cells, luminescence, 24 h. Potency, µM (top dose mostly 38.3 µM), for the others: top-dose activity change, negative = inhibition, actives largely listed as inhibitors. 410,000 tested, 0.13% active;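 further: loss of luciferase light is scored as toxicity; potency means the concentration at half of the fitted maximal effect; on the % scale 0 is the no-effect control and ±100 the full control effect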
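Here, cytotoxicity is scored as loss of luminescence. The MLSMR collection was tested on cells seeded in medium containing 10% Nu serum, with a 24 hr compound exposure preceded by 12 hours of culture.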
PI5P4K alpha inh – PI5P4K alpha (human) kinase inhibition; P48426; PI5P4Kalpha enzyme, ADP-Glo luminescence, 60 min; active compounds read low; max response, %; 330,000 tested, 1.2% active; AID 652105; active means max response of -50% or lower; inconclusive means between -30% and -50%; inactive means -30% or higher; further: value at the top dose of about 77 µM; on the % scale 0 is the no-effect control and ±100 the full control effect
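PI5P4Kalpha ADP-Glo assay; 5 microM ATP final; 60 min RT reaction; HEPES pH 7.4/EGTA/CHAPS, 5% DMSO; controls lacking substrate or enzyme; luminescent end-point.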
IL2 activator – IL-2 activation; IL-2 activation reporter assay, cell-based qHTS; stimulated with anti-CD3/CD4/CD28 beads; in transgenic mouse T cells; activation, % (series mostly up to about 46 µM); 360,000 tested, 0.065% active; AID 652025; in the data active means activation above about 50%; inconclusive means mostly about 30% to 49%; further: 0% is about no effect
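EGFP and DsRed fluorescence is measured by plate cytometry in unstimulated transgenic mouse T cells exposed to compound for 60 minutes, then stimulated 18 hours at 37 degrees C with anti-CD3/anti-CD4 beads plus anti-CD28.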
GLP-1R agonist – agonists of human GLP-1 receptor | Potency, µM (doses to about 45.6 µM), without a hit: at the highest dose activation, most hits filed as activators | 380,000 tested, 0.007% active | HEK293 GLP-1R CRE-luciferase, luminescence, 4-6 h; cells express a hypersensitive GLP-1R form; further: potency means the concentration at half of the fitted maximal effect; % of control where 0% means no effect
GLP-1R inv ag – acts as inverse agonist at human GLP-1 receptor; HEK293 GLP-1R CRE-luciferase, luminescence, 24 h; GLP-1R form is constitutively active; Potency, µM (doses to about 38.3 µM), without a hit: at the top dose activity change, negative = inhibition, most hits filed as inhibitors; 410,000 tested, 1.6% active; AID 624417; further: potency means the concentration at half of the fitted maximal effect; on the % scale 0 is the no-effect control and ±100 the full control effect; nearly all actives have a fitted effect of over 55% in size
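Assay principle: reduced luminescence from a cAMP-responsive reporter in HEK293 cells co-expressing a constitutively active GLP-1R. Conditions: 24 hr compound incubation, 37 deg C, 5% CO2.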
D3 ag – activates the human D3 dopamine receptor; AID 652048; 410,000 tested, 0.58% active; D3R DiscoveRx beta-arrestin cells, luminescence, 90 min; max activation, %; P35462; in the data active means max activation above about 30%; further: 0% is about no effect; mostly tested at two doses, the higher about 12 µM
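Cells at 1500/well, incubated overnight, then treated with pinned compounds (dopamine as control) for 90 min at 37 degrees C. DiscoveRx reagent added for 30 - 60 minutes at room temperature; luminescence read.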
PLK1 PBD inh – PLK1 (human) polo-box domain binding inhibition; P53350; Plk1 PBD binding of FITC phosphopeptide, fluorescence polarization; Potency, µM, for inactives: max response, negative = inhibition, usual class: inhibitors; 360,000 tested, 2.8% active; AID 720504; further: potency means the concentration at half of the fitted maximal effect; series mostly up to about 57 µM; on the % scale 0 is the no-effect control and ±100 the full control effect; nearly all actives have a fitted effect of over 65% in size
* hit, by the source's call; ? = inconclusive; nt = not tested or not shown; [ ] = another dose, or the depositor's remark. Unless noted, the call rests on the fitted dose curve; in most records, active means well fitted curve in the direction sought with a large enough effect; inconclusive means small, poorly fitted or top-dose-only effect, or another doubt; inactive means no such curve, though single readings can be large; an effect the other way counts as inactive or inconclusive. Compounds were not picked by outcome; overall some 7.8% were active at least once.

A first look:
SMILES	WRN inhibitor	DRD3 antagonist	HEK293 tox	PI5P4K alpha inh	IL2 activator	GLP-1R agonist	GLP-1R inv ag	D3 ag	PLK1 PBD inh
CCOc1ccc(NC(=O)CSc2nc(=O)n(CCCN3CCOCC3)c3c2CCC3)cc1	1%	-3	5%	6	1.8	-1%	-2%	1	-5%
CCOc1ccc(NC(=O)CN(C)C(=O)c2n[nH]c(=O)c3ccccc23)cc1OCC	10%	11	9%	-5	-3.9	3%	7%	18	3%
CC1(C(=O)NS(=O)(=O)c2ccc(C#N)cc2)CCN1C(=O)Cc1ccc(Cl)cc1Cl (stereo not drawn)	-11%	3	10%	5	2.1	4%	-6%	-25	-7%

This part in full, from the start:
SMILES	WRN inhibitor	DRD3 antagonist	HEK293 tox	PI5P4K alpha inh	IL2 activator	GLP-1R agonist	GLP-1R inv ag	D3 ag	PLK1 PBD inh
CCOc1ccc(NC(=O)CSc2nc(=O)n(CCCN3CCOCC3)c3c2CCC3)cc1	1%	-3	5%	6	1.8	-1%	-2%	1	-5%
CCOc1ccc(NC(=O)CN(C)C(=O)c2n[nH]c(=O)c3ccccc23)cc1OCC	10%	11	9%	-5	-3.9	3%	7%	18	3%
CC1(C(=O)NS(=O)(=O)c2ccc(C#N)cc2)CCN1C(=O)Cc1ccc(Cl)cc1Cl (stereo not drawn)	-11%	3	10%	5	2.1	4%	-6%	-25	-7%
COc1ccc(-c2cc(C(F)F)n3ncc(C(=O)n4ccnc4C)c3n2)cc1	-3%	-16	79%[activator]	-26	5.7	-6%	20%	-4	-16%
COc1ccc(CCn2c(=N)c(S(=O)(=O)c3ccc(C)cc3)cc3c(=O)n4ccccc4nc32)cc1	5%	-16	-7%	-11	61*	-4%	16%	-9	-5%
CC(=O)c1ccc(OCC(=O)Nc2cccc(C(=O)Nc3c(C)n(C)n(-c4ccccc4)c3=O)c2)cc1	3%	14	-1%	-1	0.5	-6%	2%	-1	6%
CC(C)c1nc(SCC(=O)c2ccccc2)c2c(=O)n(C)c(=O)n(C)c2n1	4%	38	-3%	3	-1.1	-5%	11%	3	-3%
CCOC(=O)C1(C)C=C(Nc2ccccc2)C(=O)N1c1ccccc1 (stereo not drawn)	-5%	-12	-2%	5	-0.7	11%	?	2	2%
CC(C)Cn1cnc2c1c(=O)n(CC(=O)Nc1ccc3c(c1)OCO3)c(=O)n2Cc1ccccc1	3%	-15	-28%	3	5.6	2%	?	-8	?
Cc1cccc(OCCn2ccnc2)c1C	15%	-1	-5%	0	-2.4	-5%	16%	12	-23%
Cc1oc(-c2ccccc2F)nc1CS(=O)(=O)CC(=O)N1CCN(c2ccc(Cl)cc2)CC1	nt	nt	-18%	nt	nt	-5%	?	0	nt
COC(=O)C[C@@H]1C=C[C@@H](NS(=O)(=O)c2cccc(OC)c2)[C@@H](CO)O1	-3%	4	3%	7	0.3	nt	20%	5	-2%
CCOC(=O)/C(=C\Nc1ccc(OC(F)(F)F)cc1)Sc1ncc(C(F)(F)F)cc1Cl	-4%	0	27%	11	0.2	-15%	?	-1	-4%
O=C(c1ccccc1)c1ccc(C(=O)O)c(C(=O)O)c1	-9%	-13	-1%	-9	-4.1	-2%	-4%	-4	-16%
COc1ccc(Br)cc1S(=O)(=O)Nc1ncn[nH]1	17%	-7	-5%	2	-1.5	13%	2%	4	-7%
COCC(C)n1c(C)cc(C(=O)Cn2c(=O)oc3ccccc32)c1C (stereo not drawn)	-8%	-17	-2%	0	-1.9	-6%	-10%	-1	0%
NS(=O)(=O)c1cccnc1Nc1ccc(Cl)c(Cl)c1	-7%	9	-4%	-2	-0.4	22%	?	7	-2%
CS(=O)(=O)N1CCC(C(=O)c2cccc(Cl)c2)CC1	7%	41	2%	nt	-3.4	-13%	23%	-14	-7%
COc1ccc(CCC(=O)NCC2CCCCC2)cc1OC	0%	9	2%	2	0.2	0%	16%	-7	-2%
COC(=O)Cc1c(C)c2ccc(OCC(=O)N3CCCC3)c(C)c2oc1=O	-8%	21	-18%	5	-4.7	1%	16%	23	3%
COC(=O)c1c(NC(=O)C(=O)N2CCCCC2)sc2c1CC(C)(C)OC2	-4%	-6	-7%	8	-2.7	0%	?	4	-13%
NC(=O)C1(N2CCCCC2)CCN(C2CC(=O)NC2=O)CC1 (stereo not drawn)	2%	17	-7%	-6	1.1	-10%	-18%	3	1%
CCCCN(C(=O)CNC(=O)c1cccs1)C(C(=O)NC1CCCC1)c1ccncc1 (stereo not drawn)	5%	2	-9%	-5	0.2	7%	0%	4	-2%
CN1CCN(C(=O)c2cc3c(c(-c4cccc(-c5cc6ccccc6o5)c4)n2)[C@@H](CCO)N(S(=O)C(C)(C)C)C3)CC1 (stereo partly drawn)	8%	-20	-15%	-4	0.2	-3%	-11%	-2	-7%
C=CCNC(=S)Nc1ccc(N(C)C)cc1	-12%	2	-12%	-3	0.5	4%	3%	13	-24%
COC(=O)c1ccc(-n2nnnc2SCc2ccccc2OC)cc1	-9%	11	5%	13	0.4	5%	?	-17	-17%
Cc1ccc(NC(=S)N(CCN2CCCCC2)Cc2ccco2)cc1	7%	0	?	-4	-5.1	9%	?	-36	-11%
CCOc1ccc(C(=O)NCCn2cc(SCC(=O)Nc3cc(C)on3)c3ccccc32)cc1	-1%	3	2%	-1	-2.8	0%	?	-2	-14%
COc1cc(NC(=O)C/C(C)=N/NC(=O)Cc2ccccc2)c(OC)cc1Cl	-29%	-22	12%	5	-0.6	3%	-4%	-12	-12%
CCCN1c2cccc3cccc(c23)S1(=O)=O	-1%	23	2%	1	1.0	9%	-29%	3	1%
CN1CCN(C2=C(Cl)C(=O)N(CCc3ccccc3)C2=O)CC1	12%	-71*	2%	-2	-0.8	10%	6%	-6	-5%
COc1ccccc1CNC(=O)c1nccnc1CO	12%	10	0%	4	1.6	12%	12%	3	-4%
COc1ccc(N(CC(=O)Nc2ccccc2C(=O)N2CCCC2)S(C)(=O)=O)cc1	9%	-2	-6%	5	1.7	4%	3%	8	-7%
Nc1cc(Cl)nc(N/N=C/c2ccccc2[N+](=O)[O-])n1	-7%	-7	12%	-24	0.1	11%	24%	-10	-10%
COc1cc(/C=C2/C(=N)N3C(c4ccccc4)=CSC3=NC2=O)ccc1OCC(=O)O	-5%[11.6 µM]	0	-10%	-52*	1.0	-4%	11%	-2	?
CC(C)(C)OC(=O)N1C(=O)[C@](OC(=O)c2ccccc2)(c2ccc(F)cc2)c2ccccc21	-7%	-2	-8%	19	-0.4	-3%	?	1	3%
Cc1cc(-c2ccccc2)n[nH]1	2%	-4	2%	-2	0.5	7%	7%	-3	-16%
O=C(Nc1ccccc1C(F)(F)F)c1cc(-c2ccc(O)cc2)on1	-2%	28	-28%	nt	-3.4	-4%	0%	24	0%
CCCCCCCCNCCS(=O)(=O)NCc1ccccc1	-4%	-81*	-4%	19	-0.6	12%	?	-41	-4%
Cc1ccc(S(=O)(=O)NCC2CCC(C(=O)NCc3ccco3)CC2)cc1 (stereo not drawn)	-29%	-14	13%	-7	1.5	-2%	-4%	1	-5%
O=C(O)C1CCN(S(=O)(=O)c2cccc3cccnc23)CC1	-3%	4	5%	0	-2.5	0%	10%	7	-3%
COC(=O)C1NN=C(C(=O)c2ccccc2)C1c1ccccc1 (stereo not drawn)	0%	?	-6%	-7	-0.1	-3%	2%	-2	?
O=C(OCc1cn([C@@H]2C[C@H](c3ccccc3)N(C(=O)C3CCCCC3)C[C@H]2O)nn1)c1ccccc1	-5%	-6	-2%	-1	0.3	0%	-5%	-5	-12%
Cc1nn2c(-c3ccco3)nnc2c2ccccc12	-1%	26	-8%	1	-1.8	9%	122%[activator]	-4	-3%
COC(=O)C1=C(C)N(C)C(C)=C(C(=O)OC)C1c1ccc(Cl)cc1	10%	-10	-17%	-18	0.3	-2%	6%	-12	-8%
COc1ccc(CNC(=O)CCCn2c(=S)[nH]c3cc4c(cc3c2=O)OCO4)cc1	3%	16	-9%	-1	-1.0	-2%	9%	1	2%
CC(C)(C)c1ccc(C(=O)NCc2nnc(SCC(=O)N3CCCC3)o2)cc1	7%	-14	-4%	-7	-3.4	-7%	4%	1	-11%
COc1ccc(/C=C2\NC(=S)N(CC3CCCO3)C2=O)c(OC)c1 (stereo not drawn)	-12%[57.1 µM]	-6	?	nt	-4.4	4%	3%	-6	-1%
CCOC(=O)c1ccc(/C=C2/C=C(c3ccccc3)N(c3ccc(Cl)c(C(=O)O)c3)C2=O)cc1	50µM*	?	-15%	?	4.2	-1%	10µM*	3	18%
COc1ccc(-c2cc(C(=O)Nc3ccc(O)cc3)c3ccccc3n2)cc1OC	-5%	28	-13%	2	-0.8	15%	-9%	13	-29%
COc1ccccc1C1=NOC(CN2C(=O)c3ccccc3S2(=O)=O)C1 (stereo not drawn)	-6%	8	2%	7	1.0	2%	50%[activator]	16	-8%
COc1ccccc1NC(=O)CSc1nnc(-c2ccncc2)n1CC1CCCO1 (stereo not drawn)	10%	24	-8%	-4	1.1	1%	4%	0	-1%
Cn1c(/C(C#N)=C(\O)c2ccccc2Cl)nc2ccccc21	-11%	?	8%	-6	-0.1	3%	35%[activator]	-7	-17%
CCOC(=O)C1C(c2cccs2)NC(=O)NC1(O)C(F)(F)F (stereo not drawn)	-2%	-13	6%	nt	-0.3	3%	5%	-15	-6%
CSc1ccc(CNC(=O)C2(C)CCCN2C)cc1 (stereo not drawn)	-2%	0	2%	6	0.6	11%	10%	-7	-4%
S=C(NCC1CCCO1)N1CCN(c2nc(-c3ccc(Cl)cc3)cs2)CC1 (stereo not drawn)	-10%	-18	-2%	12	-3.8	0%	?	1	?
COc1ccc(-c2cc(C(=O)NCc3cccc(Cl)c3)[nH]n2)c(C)c1	-5%	15	-4%	0	0.4	-1%	?	-5	6%
CC(Oc1ccc(Br)cc1)C(=O)Nc1nnc(C2CC2)s1 (stereo not drawn)	-3%	-15	0%	10	-5.3	1%	-16%	0	-7%
Cn1nc(Oc2nc(N3CCOCC3)nc(N3CCOCC3)n2)ccc1=O	2%	9	0%	nt	-2.3	-11%	7%	3	-6%
